p47phox inh – inhibitors of human p47phox binding; p47phox/p22phox peptide binding, fluorescence polarization, 2 h; inhibition, % at 24.7 µM; hit rate 0.53% among 220,000; AID 1274;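 active = inhibition above about 30%, limit read from the data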;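 also: 0% = p47phox with labelled peptide and 100% = labelled peptide alone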
EBV gp42 inh – EBV gp42 inhibition | Q1HVG2 | Fluorescence polarization binding assay, mP read-out | inhibition, % (tested at 21.74 µM) | hit rate 0.42% among 220,000; in the data active = inhibition above about 50%
Target sequence (Q1HVG2 whole entry, looked up): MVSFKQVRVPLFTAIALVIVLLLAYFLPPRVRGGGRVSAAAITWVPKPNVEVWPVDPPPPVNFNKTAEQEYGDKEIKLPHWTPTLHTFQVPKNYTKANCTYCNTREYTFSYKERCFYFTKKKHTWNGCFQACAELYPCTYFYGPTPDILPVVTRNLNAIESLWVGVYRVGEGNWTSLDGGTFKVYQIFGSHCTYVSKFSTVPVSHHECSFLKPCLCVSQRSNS
RBBP9 inhibitor – blocks human serine hydrolase RBBP9. O75884. recombinant RBBP9, FP-Rh probe fluorescence polarization. inhibition, % at 7.94 µM. hit rate 0.2% among 220,000. AID 1515;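 active = inhibition above the campaign mean of all tested compounds plus 3 SD, cut at about 14% in these data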;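 also: plate controls were DMSO wells with RBBP9 for no effect and wells lacking RBBP9 protein for full effect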
Target sequence (O75884 whole entry, looked up): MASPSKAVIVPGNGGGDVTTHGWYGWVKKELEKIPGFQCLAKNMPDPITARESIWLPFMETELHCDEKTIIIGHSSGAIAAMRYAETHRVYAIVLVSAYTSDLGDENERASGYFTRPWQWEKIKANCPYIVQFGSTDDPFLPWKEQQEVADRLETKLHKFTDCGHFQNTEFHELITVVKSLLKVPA
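System: RBBP9 protein | Quantity: 2.5 µM RBBP9 dispensing solution, before mixing | Reagent: FP-Rh probe, 375 nM dispensing solution | Timing: Enzyme-compound preincubation 30 min, then probe labeling 45 min, 25 °C | Measured by: Fluorescence polarization | Read-out: % inhibition | Replication: One well per compound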
Tb hexokinase – T. brucei hexokinase 1 inhibition; hit rate 0.11% among 220,000; inhibition, % at 10 µM; AID 1430; recombinant TbHK1, G6PDH-coupled NADH A340;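 active = inhibition of 50% or more in the single-dose primary screen; inactive = inhibition below 50%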
Calpain2 inh – calpain II (pig) inhibition | purified calpain II, fluorogenic peptide substrate, 30 min | inhibition, % at 16 µM | hit rate 0.37% among 220,000 | AID 1236;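 active = inhibition above about 50%, limit read from the data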
p97 ATPase inh – blocks human p97 ATPase activity. AID 1481. inhibition, % at 8 µM. recombinant p97 ATPase, Kinase-Glo ATP luminescence, 3 h. hit rate 0.42% among 220,000; in the data active = inhibition above about 15%;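 also: 0% = DMSO vehicle and 100% = wells lacking enzyme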
Runt-SMMHC FRET – inhibitors of human RUNX1 Runt domain binding to CBFb-SMMHC. Cerulean-Runt/Venus-CBFb-SMMHC FRET ratio 530/480, 1 h. AID 1434. hit rate 0.74% among 220,000. inhibition, % at 20 µM. Q01196+Q13951;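 active = mean inhibition across duplicate retests at 20 µM reaching about 50%, limit read from the data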;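 also: 0% = DMSO wells and 100% = wells with excess untagged CBFb-SMMHC; inhibitors lower the FRET ratio by blocking Runt binding to CBFb-SMMHC; some results filed as inactive read as strong as hits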
Furin inh – human furin inhibition; P09958; purified furin, fluorogenic substrate cleavage; inhibition, % at 30 µM; hit rate 0.061% among 220,000; AID 463115; in the data active = inhibition above about 25%; also: inactives centre near -15
Target sequence (P09958 108-714 limits assumed): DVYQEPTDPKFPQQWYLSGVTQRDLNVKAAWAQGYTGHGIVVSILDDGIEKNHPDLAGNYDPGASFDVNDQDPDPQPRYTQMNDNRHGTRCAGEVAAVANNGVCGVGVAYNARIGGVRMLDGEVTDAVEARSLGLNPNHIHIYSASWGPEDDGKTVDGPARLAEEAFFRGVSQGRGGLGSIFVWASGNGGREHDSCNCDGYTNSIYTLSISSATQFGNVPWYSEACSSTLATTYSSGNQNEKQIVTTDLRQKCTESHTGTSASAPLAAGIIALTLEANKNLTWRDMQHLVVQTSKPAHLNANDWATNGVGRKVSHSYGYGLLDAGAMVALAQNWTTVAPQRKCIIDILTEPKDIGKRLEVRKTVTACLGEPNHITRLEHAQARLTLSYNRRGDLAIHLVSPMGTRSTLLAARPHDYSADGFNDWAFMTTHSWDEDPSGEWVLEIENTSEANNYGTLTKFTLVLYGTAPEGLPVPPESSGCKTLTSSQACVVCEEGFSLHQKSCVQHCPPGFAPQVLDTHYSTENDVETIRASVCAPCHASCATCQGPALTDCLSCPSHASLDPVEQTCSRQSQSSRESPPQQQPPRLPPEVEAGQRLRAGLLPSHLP
Runt-CBFb FRET – inhibitors of human RUNX1 Runt domain binding to CBFb | Q01196+Q13951 | Cerulean-Runt/Venus-CBFb FRET ratio 530/480, 1 h | inhibition, % at 20 µM | hit rate 0.46% among 220,000 | AID 1496;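 active = inhibition over about 50% at 20 µM in the single-dose screen, limit read from the data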;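 also: 0% = DMSO wells and 100% = excess unlabeled CBFb competitor control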
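Assay system: Cerulean-Runt domain fusion protein, energy donor; Signal: fluorescence energy transfer, 422 nm excitation, 530/480 nm emission; Timing: 1 h compound exposure, room temperature; Control set: unlabeled CBFb; Medium: Tris buffer pH 7.5 with salts and BSA; Compound: single test concentration of 20 µM, 1% DMSO final; Probe or stimulus: Venus-CBFb 100 nM.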
Active calls of the source: *; · = not tested or not shown; & = joins results of further samples; [ ] = another dose, or the depositor's remark.

SMILES	p47phox inh	EBV gp42 inh	RBBP9 inhibitor	Tb hexokinase	Calpain2 inh	p97 ATPase inh	Runt-SMMHC FRET	Furin inh	Runt-CBFb FRET
O=C(c1cc2ccccc2o1)N(C1CC1)C1(C(=O)Nc2ccccc2)CCCC1	-20	0	1	-1	-6	0	0	-24	-1
COCC(=O)Nc1cc(OC)cc(OC)c1	-7	1	-2	-15	18	0	1	-18[20 µM]	2
C/C(=N\OC(=O)c1c(-c2ccccc2Cl)noc1C)c1nccs1	1	-6	5	-4	12	3	-2	-4	-2
CCCS(=O)(=O)c1c(S(=O)(=O)CCC)c2c(C)cccn2c1C(=O)OC	-3	-11	-7	-10	-66	0	0	-25[20 µM]	·
Cc1c(C(=O)Nc2ccc3c4c(cccc24)CC3)cccc1[N+](=O)[O-]	-6	-22	11	-4	7	4	-2	-17	3
CCCC(=O)C1=C(SCC)CC(C)(C)C(C(=O)OC)C1=O (stereo not given)	-12	-5	-2	-22	-8	5	2	1	1
C#CCOC(=O)C(NC(=O)c1ccccc1)=C(C)C	-2	-22	-10	1	-1	-1	0	-19[20 µM]	1
Cc1cccc(OCC(=O)NNC(=O)c2ccc([N+](=O)[O-])cc2)c1	3	-8	-7	-5	-15	4	-6	-34	1
O=C(OC1CCN(c2ncc(C(F)(F)F)cc2Cl)CC1)c1cccc(C(F)(F)F)c1	0	-15	4	13	10	6	-2	-5	-1
CCOC(=O)c1c(CN2CCOCC2)n(C)c2cc(Br)c(O)c(CN(C)C)c12	-11&5	-6&-22	-11&-5	-19&-14	4&-5	-4&-6	19&5	-6[20 µM]	17&4
Cc1nc2nc[nH]n2c(=O)c1CCC(C)C	7	5	-7	45	-6	-3	3	-9	-2
CC(NC(N)=O)C(=O)Nc1ccc(Cl)c(S(=O)(=O)Nc2ccc(Br)cc2)c1 (stereo not given)	-2	3	-10	0	6	1	5	-25	-1
O=C(Nc1nnc(CCN2CCCCC2)s1)c1ccc(Br)cc1	-11	-3	-8	-10	-10	-1	-2	-27	·
Cc1ccc(-n2c(O)c(C=Nc3cc(C)on3)c3ccccc3c2=O)c(C)c1	-64	-28	6	-10	-51	6	15	-13	6
Cc1cc(N2CCN(C(=O)c3ccco3)CC2)n2nc(C)nc2n1	4	-7	-3	2	-13	6	1	9	-1
COCCNCC1C(Oc2ccc(Cl)cc2)C(=O)N1c1ccccc1C (stereo not given)	-12	-16	-9	-5	0	-4	3	-24	0
COc1ccc(C(=O)c2c[nH]c(C(=O)NCCCn3ccnc3)c2)cc1	3	-8	-6	2	38	-6	0	-8	0
CCN(CC)S(=O)(=O)c1ccc(C(=O)NC2=C(C(=O)OC)SCC2)cc1	-7	-6	-6	55*	-13	-4	-3	12	-5
Cc1ccc(-c2noc(CCC(=O)NCc3ccco3)n2)cc1	-22	-15	-3	0	-38	-1	-6	-8[20 µM]	4
Cc1nc(N2CCN(Cc3ccccc3)CC2)nc2c1CCC2	-2	-1	1	0	28	-2	-2	-16	-1
CCCCOc1ccc(S(=O)(=O)NC(=O)NCc2ccc(OCCC)cc2)cc1	-5	-16	-3	4	-57	-7	-3	-14[20 µM]	-9
Cc1noc(C)c1S(=O)(=O)NC1CCCc2ccccc21 (stereo not given)	-6	-24	-6	4	-12	3	-6	-23	2
O=C(Cc1ccccc1)NCC(=O)OCC(=O)c1ccccc1Cl	1	-3	-8	9	12	-5	0	-19	0
C/C(=N\Nc1ccccc1)c1cc2ccccc2oc1=O	-16	6	6	-8	-29	1	3	-7	1
COc1cc(C2NC(=O)NC(C)=C2C(=O)OC(C)(C)C)ccc1OCC(N)=O (stereo not given)	-15	-16	6	0	3	1	3	-21	1
O=C(O)c1cc([N+](=O)[O-])ccc1NCCc1ccccc1	-7	-5	-2	-20	7	9	-6	-9	-2
O=c1[nH]c(/C=C/c2ccc3c(c2)OCO3)c([N+](=O)[O-])c(=O)[nH]1	-10	-8	6	-10	-23	7	-13	-8	-1
Cc1ccc2[nH]c(=O)c(CN(CCc3ccccc3)C(c3nnnn3Cc3ccco3)C(C)C)cc2c1 (stereo not given)	-20	-6	-11	-6	-12	-5	-1	-5	19
NS(=O)(=O)c1ccc(NC(=O)CSC2CCCCC2)cc1	-2	-12	-3	-5	-10	6	0	-21	-3
CC(C)C[C@H](NC(=O)[C@@H]1Cc2ccccc2CN1C(=O)OC(C)(C)C)C(=O)NCC1CCC(C(=O)O)CC1 (stereo not given in full)	-1	-11	-8	-11	6	-2	0	-25	1
Cc1ccc(NC(=O)CCC(=O)N/N=C/c2cccs2)cc1C	-12	-9	-4	-3	-9	4	0	-9	-4
CCC(=O)n1nc(-c2ccc(Cl)cc2)nc1NCc1ccccc1	-3	-11	-11	-3	-8	-10	2	0	-2
COc1cc2c(cc1OC)CN(C(=S)Nc1ccc(C)cc1C)CC2	-11	-7	0	3	-13	5	-1	-10	-1
CCOC(=O)N1CCC(NC(=O)c2ccccc2C(=O)O)CC1	4	-5	-1	6	-8	-2	-2	-24	-2
COc1ccccc1NS(=O)(=O)c1cc(NC(=S)Nc2cc(C)cc(C)c2)ccc1Cl	-21	9	-12	10	-40	-3	2	-4	5
CC(=O)NC1(C(F)(F)F)C(=O)Nc2c1c(=O)[nH]c(=O)n2Cc1ccco1 (stereo not given)	-11	-12	-1	-1	-8	2	-7	-8[20 µM]	2
CC(C)=Cc1c(O)nc2ccccn2c1=O	1	2	-10	-9	0	-5	-7	-15	0
C=CCC(C)(NCc1ccccc1)c1ccco1 (stereo not given)	2	-11	1	-2	3	-2	0	-10[20 µM]	-3
COc1ccccc1Nc1ncccc1C(=O)NCc1ccccc1	-5	-20	-8	6	-7	-4	-8	-16[20 µM]	1
CCN(CC)c1ccc(/C=N/NC(=O)c2cccc(S(=O)(=O)N3CCOCC3)c2)cc1	-35	-39	-7	27	-153	5	-64	-10	-20
CN(C)C(=O)CSc1nnc(-c2ccc(F)cc2)c2ccccc12	-11	-9	3	-15	-10	8	-5	1	0
N=c1n(CCO)c2ccccc2n1CCN1CCCCC1	10	1	-5	6	24	-1	-2	-11	0
CS(=O)(=O)N1N=C(c2cccs2)CC1c1ccccc1F (stereo not given)	-31	15	-6	-1	-4	2	1	-23	2
O=C(CN1C(=O)CSC1=O)Nc1ccc(C(=O)O)cc1	-7	0	2	-7	22	-2	-1	-26	0
c1ccc(C2NCCc3ccccc32)cc1 (stereo not given)	-3	5	-2	1	7	-2	2	-20	0
Cc1cccc2sc(NC(=O)CNS(=O)(=O)c3ccc(Br)s3)nc12	-57	-11	-3	11	18	-3	2	-12	0
CC(=O)OCC(=O)[C@@]1(O)CC[C@H]2[C@@H]3CCC4=CC(=O)CC[C@]4(C)[C@H]3[C@@H](O)C[C@@]21C	-1	-14	-1	2	2	6	3	-12	0
COc1ccc(NC(=O)c2sc3nc(-c4cccnc4)ccc3c2N)cc1	7	84*	-3	-38	-146	5	-86	-13	-90
Cn1cc(/C=C/C(=O)c2ccccc2)c2ccccc21	-11	-32	1	-5	35	2	5	-34	0
COc1ccc2nc(SCC(=O)N3CCN(c4ccccc4F)CC3)c(C#N)cc2c1	·	·	-7	0	·	4	·	-5[20 µM]	·
COc1ccc(-c2noc(CCc3ccccc3)n2)cc1	-14	-1	-2	2	18	0	-1	-27	-2
CCOC(=O)C1=C(C)NC(C)=C(C(=O)OCC)C1C(=O)OCC(=O)N1CCCCC1CC (stereo not given)	-6	0	-9	-5	-70	-7	1	6	-2
CS(=O)(=O)N1CCN(c2cccc(Cl)n2)CC1	-9	-1	3	-4	13	-2	-2	-23[20 µM]	2
COc1cccc(C(=O)NC(=S)NCc2ccco2)c1	-12	1	-4	-6	2	0	11	-20	-2
COc1ccc(C(=O)Nc2ccc(C(=O)OCC(=O)c3ccccc3)cc2)cc1	6	-2	-4	12	36	2	6	-23[20 µM]	1
O=C(Nc1cccnc1)C1CC(c2ccc(Cl)c(Cl)c2)=NO1 (stereo not given)	-14	-16	3	0	-11	3	8	-11[20 µM]	-1
COc1ccc(NC(=O)C2=C(C)Nc3ncnn3C2c2ccccc2C(F)(F)F)c(OC)c1 (stereo not given)	-3	5	-4	2	-48	-4	-5	-7[20 µM]	3
N#CCN1CCN(CCC(=O)Nc2ccc(OCc3ccccc3)cc2)CC1	-10	-17	4	-5	13	-1	1	-14[20 µM]	2
COC(=O)c1cc(NC(=O)CN2CCOCC2)cc(C(=O)OC)c1	-13	-11	-7	-7	-12	0	-1	-21	0
Cn1c(=O)c2c(nc(OC/C=C/c3ccccc3)n2C)n(C)c1=O	·	·	-9	2	·	-3	·	-18	·

Four entries already listed, arranged by SMILES length, falling:
SMILES	p47phox inh	EBV gp42 inh	RBBP9 inhibitor	Tb hexokinase	Calpain2 inh	p97 ATPase inh	Runt-SMMHC FRET	Furin inh	Runt-CBFb FRET
COc1ccc(C(=O)Nc2ccc(C(=O)OCC(=O)c3ccccc3)cc2)cc1	6	-2	-4	12	36	2	6	-23[20 µM]	1
CS(=O)(=O)N1N=C(c2cccs2)CC1c1ccccc1F (stereo not given)	-31	15	-6	-1	-4	2	1	-23	2
Cn1cc(/C=C/C(=O)c2ccccc2)c2ccccc21	-11	-32	1	-5	35	2	5	-34	0
COc1cccc(C(=O)NC(=S)NCc2ccco2)c1	-12	1	-4	-6	2	0	11	-20	-2

(next part)
SMILES	p47phox inh	EBV gp42 inh	RBBP9 inhibitor	Tb hexokinase	Calpain2 inh	p97 ATPase inh	Runt-SMMHC FRET	Furin inh	Runt-CBFb FRET
Cc1ccc([N+](=O)[O-])cc1N(CC(=O)NC1CCCC1)S(C)(=O)=O	1	-12	5	-7	-4	4	0	-27	2
O=C(NCc1ccco1)c1c[nH]c2ccc(S(=O)(=O)N3CCOCC3)cc2c1=O	-22	-11	-16	-6	-90	-6	-3	-8[20 µM]	1
Nc1nc(SCC(=O)N2N=C3/C(=C/c4ccco4)CCCC3C2c2ccco2)n[nH]1 (stereo not given)	-7	-5	2	-51	-91	1	-1	15[20 µM]	7
CN(CC(=O)Nc1ccccc1N1CCOCC1)S(=O)(=O)c1ccc(Cl)cc1	-10	-21	-3	-3	18	-1	0	-19[20 µM]	-1
CCN(CC)C(=O)CSc1nnc(CSc2ncccn2)n1C	-10	-16	0	-5	-29	5	1	-23	-1
Cc1onc(-c2ccccc2Cl)c1C(=O)N1CC(C)OC(C)C1 (stereo not given)	-14	-25	-2	-2	-1	2	1	-3[20 µM]	2
COc1ccc(C(=O)CSc2nc3ccccc3n2CC(=O)c2ccccc2)cc1	4	-13	-7	-6	-81	4	0	-1[20 µM]	-3
COc1cccc(CN2CCN(Cc3cc4ccccc4[nH]3)CC2CCO)c1 (stereo not given)	-19	-13	3	-5	-45	3	4	-10	2
NCCNc1ccc2nnnn2n1	-1	-10	-8	2	-4	5	-1	-25	1
O=C(Nc1nnc(CSCc2ccc(Cl)cc2)s1)c1cccc([N+](=O)[O-])c1	-4	11	1	-1	-38	2	-1	-21	0
S=C(N/N=C1\C2CN3CCN(C2)CC1(c1ccccc1)C3)Nc1ccccc1	-5	3	-8	-6	-8	-4	4	-18	-5
COc1ccc(S(=O)(=O)n2oc(=O)cc2-c2ccccc2)cc1OC	-6	5	-8	1	-41	0	-3	-7[20 µM]	1
O=C(NCCCn1ccnc1)c1cc(-c2ccc(Br)cc2)on1	-14	-6	5	0	-6	1	-2	-22	-2
Cc1cc(Cl)ccc1OCc1nc(-c2ccc(O)cc2)n[nH]1	-9	16	-16	10	43	-8	-2	-19[20 µM]	-2

From PubChem
